Screening data deposited in PubChem BioAssay by Broad Institute.
NSD2 block: inhibitors of human NSD2, primary screen, biochemical, plate reader, single point. inhibition, % at 12.5 µM. Histone-lysine N-methyltransferase NSD2 (Homo sapiens), O96028. NSD2-SET H3K36me1 DELFIA fluorescence. 44,000 tested, 0.07% active; in the data active = inhibition above about 54%, passing the limit was not always enough; inconclusive = no clear call, values can overlap the other calls;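 note: inhibitors reduce the monomethyl H3K36 fluorescence signal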
Target sequence (O96028 whole entry, looked up): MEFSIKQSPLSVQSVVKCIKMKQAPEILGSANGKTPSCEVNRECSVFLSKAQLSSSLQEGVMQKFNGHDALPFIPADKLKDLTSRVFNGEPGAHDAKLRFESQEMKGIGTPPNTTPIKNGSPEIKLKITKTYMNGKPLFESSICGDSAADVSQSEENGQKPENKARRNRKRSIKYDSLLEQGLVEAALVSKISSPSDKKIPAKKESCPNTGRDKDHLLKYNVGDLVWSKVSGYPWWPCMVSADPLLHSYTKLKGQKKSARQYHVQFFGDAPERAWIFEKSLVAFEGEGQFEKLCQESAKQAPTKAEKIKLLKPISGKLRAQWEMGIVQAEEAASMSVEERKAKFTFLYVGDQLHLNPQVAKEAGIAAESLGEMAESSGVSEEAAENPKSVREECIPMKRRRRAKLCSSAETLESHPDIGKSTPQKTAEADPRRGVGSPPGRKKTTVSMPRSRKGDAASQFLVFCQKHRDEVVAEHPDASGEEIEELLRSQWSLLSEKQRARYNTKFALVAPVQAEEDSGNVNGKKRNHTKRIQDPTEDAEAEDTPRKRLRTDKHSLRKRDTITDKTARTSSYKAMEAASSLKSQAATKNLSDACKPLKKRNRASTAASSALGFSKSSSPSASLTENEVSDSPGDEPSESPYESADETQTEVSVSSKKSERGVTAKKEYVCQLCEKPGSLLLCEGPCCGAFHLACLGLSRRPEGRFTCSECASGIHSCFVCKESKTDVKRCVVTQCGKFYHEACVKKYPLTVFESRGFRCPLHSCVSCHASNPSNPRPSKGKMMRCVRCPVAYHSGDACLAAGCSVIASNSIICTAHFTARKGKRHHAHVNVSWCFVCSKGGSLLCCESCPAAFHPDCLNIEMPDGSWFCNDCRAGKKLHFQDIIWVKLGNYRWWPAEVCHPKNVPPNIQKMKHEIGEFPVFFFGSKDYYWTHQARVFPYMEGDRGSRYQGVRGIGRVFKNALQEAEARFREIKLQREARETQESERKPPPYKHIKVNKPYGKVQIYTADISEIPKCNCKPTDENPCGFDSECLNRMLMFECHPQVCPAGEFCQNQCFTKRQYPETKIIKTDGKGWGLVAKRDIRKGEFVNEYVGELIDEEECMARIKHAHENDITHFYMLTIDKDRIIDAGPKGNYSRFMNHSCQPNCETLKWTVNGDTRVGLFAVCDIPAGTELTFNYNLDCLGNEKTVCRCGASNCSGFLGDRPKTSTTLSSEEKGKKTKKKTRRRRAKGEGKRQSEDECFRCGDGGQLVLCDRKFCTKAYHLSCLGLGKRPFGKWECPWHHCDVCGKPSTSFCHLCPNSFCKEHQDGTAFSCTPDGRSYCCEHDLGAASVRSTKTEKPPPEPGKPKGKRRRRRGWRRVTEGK
The depositor's hits bear a star; i = inactive; ? = inconclusive.

SMILES | NSD2 block
C[C@H](CO)N1C[C@H](C)[C@H](CN(C)Cc2ccc(-c3ccccc3)cc2)Oc2ccc(NS(=O)(=O)c3cccs3)cc2C1=O | 0
COc1ccc(NC(=O)N(C)C[C@H]2OCCCC[C@@H](C)Oc3ccc(NS(=O)(=O)c4cccs4)cc3C(=O)N([C@@H](C)CO)C[C@H]2C)cc1 | i
C[C@H]1CN([C@@H](C)CO)S(=O)(=O)c2ccc(/C=C/c3ccccc3)cc2O[C@@H]1CN(C)C(=O)c1ccccc1 | 4
COc1ccc(S(=O)(=O)Nc2ccc3c(c2)C(=O)N([C@H](C)CO)C[C@H](C)[C@@H](CN(C)S(=O)(=O)c2ccc(C)cc2)OCCCC[C@@H](C)O3)cc1 | 1
CCCNC(=O)N(C)C[C@@H]1Oc2cc(C#CCC(C)C)ccc2S(=O)(=O)N([C@H](C)CO)C[C@H]1C | -2
C[C@H](CO)N1C[C@H](C)[C@H](CN(C)Cc2cccnc2)Oc2cc(C#CC3CCCCC3)ccc2S1(=O)=O | -4
COc1ccc(S(=O)(=O)N(C)C[C@@H]2OCCCC[C@@H](C)Oc3ccc(NC(=O)CCCCCC(=O)Nc4ccccc4N)cc3C(=O)N([C@H](C)CO)C[C@@H]2C)cc1 | 4
Cc1noc(C)c1S(=O)(=O)N(C)C[C@H]1Oc2ccc(NC(=O)C3CC3)cc2CC(=O)N([C@H](C)CO)C[C@H]1C | -5
CNC[C@@H]1Oc2ncc(C#Cc3ccc(OC)c(OC)c3)cc2C(=O)N([C@H](C)CO)C[C@@H]1C | 3
COc1cc(NC(=O)CSc2nnc(C)s2)cc(OC)c1OC | -1
C[C@H]1CN([C@@H](C)CO)C(=O)Cc2cc(NS(=O)(=O)c3cccs3)ccc2O[C@H]1CN(C)S(=O)(=O)c1ccccc1 | -4
CN(C)C(=O)C[C@H]1C[C@@H]2c3cc(NS(C)(=O)=O)ccc3O[C@@H]2[C@@H](CO)O1 | 3
C=CCN1C(=O)[C@]2(O[C@H](CCO)[C@@H]([Si](C)(C)c3ccc(OC)cc3)[C@@H]2C)c2cc(N3CCCCC3=O)ccc21 | -1
COc1ccc(NC(=O)Nc2ccc3c(c2)C(=O)N([C@H](C)CO)C[C@@H](C)[C@@H](CN(C)C)O3)cc1 | -4
C[C@@H]1CN([C@H](C)CO)C(=O)Cc2cc(NS(C)(=O)=O)ccc2O[C@H]1CN(C)Cc1ccc(C(=O)Nc2ccccc2N)cc1 | 5
Cc1noc(C)c1NC(=O)Nc1ccc2c(c1)CC(=O)N([C@H](C)CO)C[C@@H](C)[C@@H](CN(C)S(=O)(=O)c1ccc(F)cc1)O2 | -2
C[C@H](CO)N1C[C@H](C)[C@H](CN(C)Cc2ccncc2)Oc2ccc(NS(=O)(=O)c3ccc(F)cc3)cc2CC1=O | -1
C[C@@H](O)C#Cc1ccc2c(c1)O[C@@H](CN(C)Cc1ccccc1)[C@@H](C)CN([C@@H](C)CO)S2(=O)=O | 1
C[C@@H]1CN([C@H](C)CO)C(=O)c2cc(NC(=O)c3ccncc3)ccc2O[C@@H]1CN(C)S(=O)(=O)c1ccc(Cl)cc1 | 4
C[C@H](CO)N1C[C@H](C)[C@H](CN(C)Cc2cncnc2)Oc2cc(-c3ccccc3)ccc2S1(=O)=O | -4
C[C@@H]1CN([C@@H](C)CO)S(=O)(=O)c2ccc(C3=CCCCC3)cc2O[C@@H]1CN(C)Cc1ccccc1F | 0
COc1ccc(S(=O)(=O)N(C)C[C@H]2OCCCC[C@@H](C)Oc3ccc(NS(C)(=O)=O)cc3C(=O)N([C@@H](C)CO)C[C@H]2C)cc1 | 2
CS(=O)(=O)Nc1ccc2c(c1)[C@@H]1C[C@@H](CC(=O)NCc3cc(F)ccc3F)O[C@@H](CO)[C@@H]1O2 | 2
COc1ccc(NC(=O)Nc2ccc3c(c2)C(=O)N([C@H](C)CO)C[C@@H](C)[C@H](CN(C)C(=O)C2CCCCC2)OCCCC[C@H](C)O3)cc1 | -4
CNC[C@H]1Oc2ccc(NC(=O)NC3CCCCC3)cc2C(=O)N([C@H](C)CO)C[C@H]1C | -7

An excerpt from above in order of length of the SMILES, falling:
SMILES | NSD2 block
COc1ccc(NC(=O)N(C)C[C@H]2OCCCC[C@@H](C)Oc3ccc(NS(=O)(=O)c4cccs4)cc3C(=O)N([C@@H](C)CO)C[C@H]2C)cc1 | i
C[C@@H]1CN([C@H](C)CO)C(=O)c2cc(NC(=O)c3ccncc3)ccc2O[C@@H]1CN(C)S(=O)(=O)c1ccc(Cl)cc1 | 4
C[C@@H]1CN([C@@H](C)CO)S(=O)(=O)c2ccc(C3=CCCCC3)cc2O[C@@H]1CN(C)Cc1ccccc1F | 0

(more compounds)
SMILES | NSD2 block
C#CCN(C)Cc1ccccc1 | 8
C[C@@H]1CCCCO[C@H](CN(C)C(=O)Cc2ccccc2)[C@@H](C)CN([C@@H](C)CO)C(=O)c2cc(NC(=O)Nc3ccccc3)ccc2O1 | ?
C[C@H](O)C#Cc1ccc2c(c1)O[C@H](CN(C)C(=O)CC1CC1)[C@H](C)CN([C@H](C)CO)S2(=O)=O | 0
COc1ccccc1-c1cnc2c(c1)C(=O)N([C@H](C)CO)C[C@H](C)[C@@H](CN(C)C(=O)CN(C)C)O2 | -129
C[C@H](CO)N1C[C@H](C)[C@H](CN(C)CC2CC2)Oc2cc(C#Cc3ccc(F)cc3)ccc2S1(=O)=O | 0
COc1ccc(S(=O)(=O)Nc2cccc3c2O[C@H](CN(C)C(=O)Nc2cccc4ccccc24)[C@H](C)CN([C@H](C)CO)C3=O)cc1 | 14
C[C@@H]1CN([C@H](C)CO)C(=O)c2cccc(NS(=O)(=O)c3cccs3)c2O[C@@H]1CN(C)Cc1ccc(C(=O)Nc2ccccc2N)cc1 | 2
C[C@@H]1CN([C@@H](C)CO)C(=O)c2cccc(NC(=O)c3cnccn3)c2O[C@@H]1CN(C)Cc1ccc(C(=O)Nc2ccccc2N)cc1 | 2
C[C@H](CO)N1C[C@H](C)[C@H](CN(C)C(=O)Nc2ccc(C(F)(F)F)cc2)Oc2c(NC(=O)C3CCCCC3)cccc2C1=O | -4
COCC(=O)N(C)C[C@@H]1Oc2cc(C#CC(C)(C)O)ccc2S(=O)(=O)N([C@@H](C)CO)C[C@H]1C | 2
C[C@@H]1CN([C@H](C)CO)C(=O)Cc2cc(NC(=O)NC3CCCCC3)ccc2O[C@@H]1CN(C)Cc1ccc(C(=O)O)cc1 | -3
C[C@H]1CN([C@@H](C)CO)C(=O)c2cccc(NS(C)(=O)=O)c2O[C@@H]1CN(C)S(=O)(=O)c1cccs1 | 0
OC(CN1CCN(c2cccc(Cl)c2)CC1)C(c1ccccc1)c1ccccc1 (stereo not drawn) | -5
COC(=O)c1cccc(O)c1C(=O)c1c(O)cc(C)cc1O | 2
COCC(=O)N(C)C[C@H]1Oc2ncc(C#Cc3ccc(OC)cc3)cc2C(=O)N([C@H](C)CO)C[C@H]1C | 2
C[C@@H]1CN([C@H](C)CO)C(=O)Cc2cc(NS(=O)(=O)c3ccccc3)ccc2O[C@H]1CN(C)S(=O)(=O)c1ccc(Cl)cc1 | 1
Cc1noc(C)c1NC(=O)N(C)C[C@@H]1OCCCC[C@@H](C)Oc2ccc(NC(=O)NC3CCCCC3)cc2C(=O)N([C@H](C)CO)C[C@@H]1C | 1
C[C@H](CO)N1C[C@H](C)[C@@H](CN(C)S(=O)(=O)c2cccs2)Oc2ccc(NC(=O)Cn3cnnn3)cc2C1=O | 0
COc1ccc(S(=O)(=O)Nc2ccc3c(c2)C(=O)N([C@H](C)CO)C[C@@H](C)[C@H](CN(C)Cc2ccc4c(c2)OCO4)OCCCC[C@@H](C)O3)cc1 | 1
C[C@H]1CN([C@@H](C)CO)C(=O)c2cc(NC(=O)C3CCCCC3)ccc2O[C@@H]1CN(C)S(=O)(=O)c1ccccc1 | 3
C[C@H]1CCCCO[C@H](CN(C)S(=O)(=O)c2ccc(Cl)cc2)[C@@H](C)CN([C@@H](C)CO)C(=O)c2cc(NS(=O)(=O)c3ccccc3)ccc2O1 | -4
C[C@@H]1CN([C@@H](C)CO)C(=O)c2cc(NS(=O)(=O)c3ccc(Cl)cc3)ccc2O[C@@H](C)CCCCO[C@@H]1CN(C)Cc1ccc(C(F)(F)F)cc1 | -4
C[C@@H]1CCCCO[C@H](CN(C)C(=O)Nc2ccc(F)cc2)[C@H](C)CN([C@H](C)CO)C(=O)c2cc(NC(=O)Cc3ccccc3)ccc2O1 | -3
C[C@@H]1CCCCO[C@H](CN(C)S(=O)(=O)c2ccc(Cl)cc2)[C@@H](C)CN([C@H](C)CO)C(=O)c2cc(NC(=O)CCC(F)(F)F)ccc2O1 | 0
C[C@@H]1CN([C@H](C)CO)C(=O)c2cc(NS(=O)(=O)c3ccc(Cl)cc3)ccc2O[C@@H]1CN(C)C(=O)Nc1cccc2ccccc12 | -6

Ordered by length of the SMILES (smallest number first): part of the list above
SMILES | NSD2 block
C#CCN(C)Cc1ccccc1 | 8
COCC(=O)N(C)C[C@H]1Oc2ncc(C#Cc3ccc(OC)cc3)cc2C(=O)N([C@H](C)CO)C[C@H]1C | 2
C[C@H](CO)N1C[C@H](C)[C@H](CN(C)CC2CC2)Oc2cc(C#Cc3ccc(F)cc3)ccc2S1(=O)=O | 0
COc1ccccc1-c1cnc2c(c1)C(=O)N([C@H](C)CO)C[C@H](C)[C@@H](CN(C)C(=O)CN(C)C)O2 | -129
COc1ccc(S(=O)(=O)Nc2cccc3c2O[C@H](CN(C)C(=O)Nc2cccc4ccccc24)[C@H](C)CN([C@H](C)CO)C3=O)cc1 | 14
Cc1noc(C)c1NC(=O)N(C)C[C@@H]1OCCCC[C@@H](C)Oc2ccc(NC(=O)NC3CCCCC3)cc2C(=O)N([C@H](C)CO)C[C@@H]1C | 1
C[C@@H]1CCCCO[C@H](CN(C)S(=O)(=O)c2ccc(Cl)cc2)[C@@H](C)CN([C@H](C)CO)C(=O)c2cc(NC(=O)CCC(F)(F)F)ccc2O1 | 0
COc1ccc(S(=O)(=O)Nc2ccc3c(c2)C(=O)N([C@H](C)CO)C[C@@H](C)[C@H](CN(C)Cc2ccc4c(c2)OCO4)OCCCC[C@@H](C)O3)cc1 | 1
C[C@@H]1CN([C@@H](C)CO)C(=O)c2cc(NS(=O)(=O)c3ccc(Cl)cc3)ccc2O[C@@H](C)CCCCO[C@@H]1CN(C)Cc1ccc(C(F)(F)F)cc1 | -4

The listing continues:
SMILES | NSD2 block
CO[C@H](CN(C)S(=O)(=O)c1ccc(C)cc1)[C@@H](C)CN(Cc1ccccc1Cl)[C@H](C)CO | 8
CCCC#Cc1ccc2c(c1)O[C@H](CN(C)C)[C@@H](C)CN([C@@H](C)CO)S2(=O)=O | -3
Cc1ccc(S(=O)(=O)N(C)C[C@H]2Oc3ccc(NS(=O)(=O)c4c(C)noc4C)cc3C(=O)N([C@H](C)CO)C[C@@H]2C)cc1 | -3
C[C@@H]1CN([C@H](C)CO)C(=O)Cc2cc(NC(=O)Nc3ccc4c(c3)OCO4)ccc2O[C@H]1CN(C)S(=O)(=O)c1ccc(Cl)cc1 | 7
C[C@H](CO)N1C[C@H](C)[C@H](CN(C)C(=O)Nc2ccc3c(c2)OCO3)Oc2ccc(N(C)C)cc2C1=O | 3
C[C@@H]1CCCCO[C@@H](CN(C)CC2CC2)[C@@H](C)CN([C@H](C)CO)C(=O)c2cc(NC(=O)c3ccccc3)ccc2O1 | 3
C[C@@H]1CN([C@H](C)CO)C(=O)Cc2cc(NC(=O)Nc3ccccc3)ccc2O[C@H]1CN(C)S(=O)(=O)c1ccc(F)cc1 | -7
C[C@H]1CN([C@@H](C)CO)C(=O)c2cc(NC(=O)CCN3CCOCC3)ccc2O[C@H]1CN(C)Cc1ccc(C(=O)O)cc1 | 1
C[C@@H](NC(=O)C[C@H]1C=C[C@@H](NC(=O)Cc2ccccn2)[C@@H](CO)O1)c1ccccc1 | 1
Cc1noc(C)c1S(=O)(=O)Nc1cccc2c1O[C@H](CN(C)C)[C@H](C)CN([C@H](C)CO)C2=O | 2
C[C@@H]1CN([C@@H](C)CO)C(=O)c2cc(C#CC3CCCCC3)cnc2O[C@H]1CN(C)C | 26
CCCN(C)C[C@H]1Oc2cc(Br)ccc2S(=O)(=O)N([C@@H](C)CO)C[C@H]1C | 2
COCC(=O)N(C)C[C@@H]1Oc2ncc(-c3ccccc3C)cc2C(=O)N([C@@H](C)CO)C[C@@H]1C | 0
COc1ccc(NC(=O)N(C)C[C@@H]2Oc3ccc(NC(=O)CCCCCC(=O)Nc4ccccc4N)cc3CC(=O)N([C@@H](C)CO)C[C@H]2C)cc1 | 2
CC(C)NC(=O)N(C)C[C@@H]1Oc2ncc(C#CC3CC3)cc2C(=O)N([C@H](C)CO)C[C@H]1C | 6
C[C@H]1CN([C@@H](C)CO)C(=O)Cc2cc(NC(=O)CCCN(C)C)ccc2O[C@@H]1CN(C)S(=O)(=O)c1cn(C)cn1 | 7
Cc1ccc(S(=O)(=O)N(C)C[C@H]2Oc3ccc(NC(=O)CCN4CCOCC4)cc3C(=O)N([C@@H](C)CO)C[C@@H]2C)cc1 | 5
C[C@H](CO)N1C[C@H](C)[C@H](CN(C)Cc2cccnc2)Oc2ncc(/C=C/c3ccccc3)cc2C1=O | -5
C[C@@H]1CCCCO[C@H](CN(C)C(=O)Nc2ccccc2)[C@@H](C)CN([C@H](C)CO)C(=O)c2cc(NC(=O)CCC(F)(F)F)ccc2O1 | ?
Cc1noc(C)c1NC(=O)Nc1ccc2c(c1)C(=O)N([C@@H](C)CO)C[C@H](C)[C@H](CN(C)Cc1ccc(C(=O)O)cc1)OCCCC[C@@H](C)O2 | -3
CC(=O)N[C@H]1[C@H](O/N=[N+](\[O-])N2CCCC2)OC(CO)[C@@H](O)[C@@H]1O (stereo partly drawn) | 3
COc1ccc(CN(C)C[C@H]2Oc3c(NC(=O)c4ccc(-c5nccs5)cc4)cccc3C(=O)N([C@H](C)CO)C[C@H]2C)cc1 | 17
C[C@@H]1CN([C@H](C)CO)C(=O)c2cc(NS(C)(=O)=O)ccc2O[C@@H]1CN(C)Cc1ccc(Oc2ccccc2)cc1 | -10
C[C@@H]1CN([C@@H](C)CO)S(=O)(=O)c2ccc(C#Cc3ccc(F)cc3)cc2O[C@H]1CN(C)S(C)(=O)=O | -4
O=C(NO)c1ccc(C(=O)N/N=C/c2cccnc2)cc1 | 4
CCCC#Cc1cnc2c(c1)C(=O)N([C@H](C)CO)C[C@@H](C)[C@H](CN(C)S(=O)(=O)c1ccccc1)O2 | 1

This is a subset (hit frequency here may not be typical).
